IkB signaling = inhibitors of IkB signaling in ABC-DLBCL cells | 0.04% of 110,000 active | ABC-DLBCL IkBa-CBG/CBR dual luciferase ratio, 4 h; response scale: scaled: untreated 0%, proteasome inhibitor 100% | Potency, µM (titrated, usually from 57.1 µM), for the others: at the highest dose IkBa stabilization activation; active means well fitted curve in the direction sought with a large enough effect in the signal ratio, not every such curve was filed as active; inconclusive means small, poorly fitted or top-dose-only effect, or a change in a side signal; the % refers to the signal ratio;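 further: the direction sought is a rising ratio; 0% = basal untreated cells and 100% = reference inhibitor full response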
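In this assay, an IκBα–CBG68 fusion accumulates when IKK-driven degradation is blocked; native CBR normalizes for cell number. OCI-Ly3 cells were treated 4 h with compound and doxycycline, then green and red light read after Chroma-Glo addition.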
p53ts 32C kill = kills p53ts cells at the permissive temperature. 0.93% of 130,000 active. Potency, µM (titrated, usually from 46.1 µM), inactives show top-dose activity change, negative = cytotoxicity, actives largely listed as cytotoxic. H1299-p53A138V at 32C, ATP luminescence viability, 24 h;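 further: 0% = DMSO and -100% = full killing by reference compound; nearly all actives have a fitted effect of over 55% in size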
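H1299-p53 A138V cells (temperature-sensitive p53) exposed 24 h to up to 46 uM compound at 32C, where p53 is wild-type in conformation. Viability read as ATP luminescence and normalised to DMSO and 100 uM tamoxifen. AC50 fitted with the Hill equation.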
p53ts 39C tox = kills p53ts cells at the nonpermissive temperature. H1299-p53A138V viability at 39C, ATP luminescence, 24 h. Potency, µM (top dose mostly 46.1 µM), inactives show top-dose activity change, negative = cell killing, most hits filed as cytotoxic. 1.5% of 130,000 active. AID 902; further: nearly all actives have a fitted effect of over 55% in size
Peg3 imprint = inducers of genomic imprint erasure in mouse ES cells; mouse ES Peg3-LacZ reporter, beta-gal luminescence, 40 h; Potency, µM (top dose mostly 60.7 µM), for the others: at the highest dose activity change, positive = activation, actives largely listed as activators; 0.02% of 110,000 active;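 further: 0% = negative control wells on the plate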
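Each well holds 300 Peg3LacZ-Neo (maternal) female ES cells incubated 40 h at 37C, 5% CO2. LacZ is measured by BetaGlo luminescence, with AC50 and maximum efficacy derived from dose-response curves.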
Numbers without * were called inactive; ? = inconclusive; / = not tested or not shown; [ ] = dose if it differs, or a comment. Unless noted, the call rests on the fitted dose curve; in most records, active means well fitted curve in the direction sought with a large enough effect; inconclusive means small, poorly fitted or top-dose-only effect, or another doubt; inactive means no such curve, though single readings can be large; an effect the other way counts as inactive or inconclusive. Unless noted, on the % scale 0 is the no-effect control and ±100 the full control effect; potency means the concentration at half of the fitted maximal effect.

A first look, 3 compounds:
SMILES	IkB signaling	p53ts 32C kill	p53ts 39C tox	Peg3 imprint
COc1ccc(-n2ccnc(NCc3cccs3)c2=O)cc1OC	-3.1%	-1%	-4%	-9%[10.9 µM]
Cc1ccc(NC(=O)c2cc3ccccn3n2)cc1F	4.2%	13µM*	?	-22%[10.9 µM]
Cc1ccsc1CN(C(=O)c1ccc(OCC(C)C)cc1)C1CCS(=O)(=O)C1 (stereo unspecified)	?	3%	-7%	-11%[10.9 µM]

The list itself (from the top)
SMILES	IkB signaling	p53ts 32C kill	p53ts 39C tox	Peg3 imprint
COc1ccc(-n2ccnc(NCc3cccs3)c2=O)cc1OC	-3.1%	-1%	-4%	-9%[10.9 µM]
Cc1ccc(NC(=O)c2cc3ccccn3n2)cc1F	4.2%	13µM*	?	-22%[10.9 µM]
Cc1ccsc1CN(C(=O)c1ccc(OCC(C)C)cc1)C1CCS(=O)(=O)C1 (stereo unspecified)	?	3%	-7%	-11%[10.9 µM]
COc1ccc2oc(=O)c(C(=O)N3CCN(c4ccccc4F)CC3)cc2c1	1.8%	8%	5%	-4%
Cc1cc(=O)oc2n[nH]c(-c3ccccc3)c12	0.4%	9%	-11%	-2%
Cc1nc2ccn(Cc3cccnc3)c(=O)c2cc1C(=O)NCc1ccccc1	-1.9%	-16%	-21%	-2%[10.9 µM]
Nc1ccc(CCNc2ncnc3c2ncn3[C@@H]2O[C@@H](CO)[C@H](O)[C@@H]2O)cc1	?	16%	11%	/
C/C(=C1/SC(N2CC(C)OC(C)C2)=NC1=O)c1ccccc1 (stereo unspecified)	-0.6%	6%	6%	-3%
CC(C)(C)C(=O)CSc1nc2ccsc2c(=O)n1Cc1ccccc1Cl	-2.5%	-10%	-16%	-17%[10.9 µM]
Cc1ccccc1OCc1cc(=O)n2c(-c3ccccc3)csc2n1	-0.9%	8%	0%	-15%[10.9 µM]
O=C(O)c1cc2c(ccc3ccccc32)o1	/	-6%	-15%	/
Cc1cccc(C)c1OC(=O)CSc1nnc(-c2ccccc2)o1	/	-13%	4%	/
COc1ccc(CCNC(=O)CN2C(=O)COc3ccc(C)cc32)cc1OC	?	9%	5%	-7%[10.9 µM]
Cn1c(=O)c2c(ncn2CC(=O)N2CCN(c3cccc(Cl)c3)CC2)n(C)c1=O	5.5%	-5%	-1%	5%
O=C(COc1ccccc1)Nc1cccc2nsnc12	1.6%	-3%	-1%	-13%
CC(C)Cc1nn2c(=O)cc(COC(=O)c3ccccc3NC(=O)c3ccccc3)nc2s1	?	3%	13%	20%[10.9 µM]
COc1ccccc1-c1cc(Nc2ccc(F)cc2)ncn1	0.0%[11.4 µM]	20%	-21%	-1%
Cc1ccc(NC(=O)C(Cc2ccccc2)NS(=O)(=O)c2ccc3c(c2)c(=O)n(C)c(=O)n3C)cc1 (stereo unspecified)	?	4%	-11%	12%[10.9 µM]
Cc1ccc(CNC(=O)c2ccc3c(c2)NC(=O)C(CS(=O)(=O)Cc2cccc(F)c2)N3)cc1 (stereo unspecified)	?	5%	-14%	8%[10.9 µM]
O=C(c1cnn2ccccc12)N1CCc2ccccc21	2.7%	?	?	-82%[inhibitor]
CCOC(=O)c1c(SCC(=O)Nc2nc3ccccc3s2)nc(=O)[nH]c1C	?	-1%	-31%	-18%[10.9 µM]
O=C(O)c1cccc2c1C(=O)N(C1CCCCC1)C2	1.6%	3%	5%	15%
COc1ccc(NC(=O)CCNS(=O)(=O)c2cccc3nonc23)c(OC)c1	4.2%	3%	7%	16%[10.9 µM]
COC(=O)CN(c1ccc(C)c(Cl)c1)S(C)(=O)=O	1.7%	0%	8%	-2%
CC(C)(C)C1CCc2onc(C(=O)Nc3ccc(F)cc3F)c2C1 (stereo unspecified)	0.7%	-12%	4%	-6%
OCc1cnc(SCc2cccc(F)c2)n1Cc1ccc(F)cc1	-0.3%	0%	0%	-5%[10.9 µM]
O=C(c1ccc2ccccc2c1)c1c[nH]cc1-c1ccccc1	/	-1%	11%	/
CC(=O)N1CC=C2C(C#N)=C(N)C(C#N)(C#N)C(C)C2C1 (stereo unspecified)	0.5%	10%	-3%	-6%
CC(C)C(=O)Nc1cccc(-c2cn3ccsc3n2)c1	3.2%	?	-3%	6%
COc1ccc(CCNC(=O)c2ccc3c(c2)nc2n3CCC(C)C2)cc1OC (stereo unspecified)	-1.7%	2%	-22%	7%[10.9 µM]
CN(C)c1ccc(NC(=O)CN2CCN(CC(=O)Nc3ccc(F)cc3)CC2)cc1	-1.7%	2%	-14%	5%
CCOC(=O)CSc1nnc(C2CCCCC2)n1C	1.3%	4%	-4%	-7%
O=C(CSc1n[nH]c(-c2cccnc2)n1)Nc1ccnc2ccccc12	9.0%	34%[activator]	27%	-48%[inhibitor]
c1ccc(-c2cn(-c3ccccc3)c3ncnc(N4CCN(c5ccccc5)CC4)c23)cc1	?	0%	-26%	-8%[10.9 µM]
O=C(O)C/C(=C\c1ccco1)C(=O)O	2.8%[11.4 µM]	4%[9.22 µM]	-2%[9.22 µM]	-4%[10.9 µM]
CC(=O)Nc1cc(C(=O)NCc2ccc(F)cc2)ccc1Sc1ccc(C)cc1	?	0%	4%	-12%[10.9 µM]
CN(C)c1ccc(C(c2nnnn2C(C)(C)C)N2CCN(C(=O)c3ccco3)CC2)cc1 (stereo unspecified)	-0.2%	3%	1%	-4%
CCOC(=O)NCc1ccc2c(c1)cc(C)n2C	-1.1%	-3%	8%	-19%
COc1ccc(OC)c(NS(=O)(=O)c2cccs2)c1	0.1%	3%	-3%	5%
Cc1cc(C)n(/N=C/c2cccc(O)c2)c(=O)c1C(N)=O	1.3%	1%	15%	-2%
CCOc1ccc(-c2nnn(CC(=O)N3CCCC3)n2)cc1OCC	/	3%	-8%	/
Cc1cccc(C)c1-n1ncc(C(=O)NC2CCCC2)c1C1CCN(C(=O)OC(C)(C)C)CC1	?	1%	19%	8%[10.9 µM]
COc1ccccc1-c1nnc(SCC(=O)Nc2ccc(Cl)cc2Cl)o1	1.3%	-8%	4%	-6%
CCn1c(C(=O)Nc2c(C)cccc2C)cc2sc(Cl)cc21	1.0%	12%	5%	-12%[10.9 µM]
COC(=O)Cn1cnc2sc(C)c(S(=O)(=O)N3CCN(c4ccccc4OC)CC3)c2c1=O	0.5%	-3%	-12%	-5%
COc1ccc(CCN(Cc2cc3cccc(C)c3[nH]c2=O)C(=O)N2CCCC2)cc1OC	-3.9%	0%	-4%	0%
COc1ccc(-c2nc3cnc(OC)nc3n(Cc3ccc(F)cc3)c2=O)cc1	-1.8%[11.4 µM]	-28%	-30%	/
CC(CCc1ccccc1)NC(=O)CSc1nccc(=O)[nH]1 (stereo unspecified)	-0.3%	-3%	6%	-10%

Part of the list above, showing only p53ts 39C tox:
Compound | p53ts 39C tox
COc1ccc(OC)c(NS(=O)(=O)c2cccs2)c1 | -3%
COc1ccc(-c2nc3cnc(OC)nc3n(Cc3ccc(F)cc3)c2=O)cc1 | -30%
CCn1c(C(=O)Nc2c(C)cccc2C)cc2sc(Cl)cc21 | 5%

Remaining list, next part
SMILES	IkB signaling	p53ts 32C kill	p53ts 39C tox	Peg3 imprint
COc1cccc(C2C(C(N)=O)=C(C)Nc3nc(-c4ccccc4Cl)nn32)c1 (stereo unspecified)	11%	1%	-4%	-4%
COc1ccc(NC(=O)C(CC(=O)O)Cc2ccccc2)cc1 (stereo unspecified)	-1.0%	3%	19%	7%
Cc1cnn(-c2ccc3nnc(-c4ccc(Br)cc4)n3n2)c1	?	1%	10%	6%
CC1=CCC2C(=O)N(c3cc(C)on3)C(=O)C2C1 (stereo unspecified)	/	-12%	12%	/
Cc1ccc(C)c(NC(=O)c2ccc3c(c2)CCN3S(=O)(=O)c2ccccc2)c1	-0.4%	12%	-21%	-11%[10.9 µM]
Cc1ccc(OCc2nnc(SCC(=O)Nc3ccccc3C(C)C)o2)cc1	2.0%	18%	33%[activator]	-14%[10.9 µM]
CCn1nnnc1SCC(=O)Nc1cccc(NC(C)=O)c1	1.7%	5%	3%	-1%
CC(C)(C)c1ccc2c(c1)OCC(C(=O)O)O2 (stereo unspecified)	0.0%	-5%	-8%	-4%
CS(=O)(=O)c1ccc(Cl)c(NC(=O)COC(=O)CNC(=O)c2ccc(Br)o2)c1	-0.5%	0%	6%	-8%
CCOC(=O)C1=C(C)Nc2ncnn2C1c1ccccc1F (stereo unspecified)	-0.6%	10%	-8%	-12%
COCCn1ccc2c(OCC(=O)NCc3ccc(F)cc3)cccc2c1=O	2.3%	-6%	11%	-6%[10.9 µM]
Cc1ccc(CS(=O)(=O)CCC(=O)N2CCOCC2)cc1	0.7%	-8%	-9%	12%
COc1ccc(S(=O)(=O)N2CCN(c3ccccc3OC)CC2)cc1OC	4.4%	7%	9%	-9%
COc1ccc(OC)c(C2C(C(C)=O)=C(O)C(=O)N2Cc2cccnc2)c1 (stereo unspecified)	2.2%	-10%	12%	17%
COC(=O)c1[nH]c2ccc(C)cc2c1NC(=O)CN1CCN(c2ccc(F)cc2)CC1	1.0%	?	-4%	-36%[inhibitor]
CCCOC(=O)c1ccc(OC(=O)c2ccco2)cc1	-3.0%	3%	6%	-16%
Cc1ccc(CNC(=O)CN2N=C(c3ccccc3)CCC2=O)cc1	0.7%	0%	?	-8%[10.9 µM]
CC(C)(C)Nc1nc(SCc2ccccc2)nc(N2CCOCC2)n1	0.8%	10%	11%	-17%
CCCC(=O)NCC(c1ccc2c(c1)OCO2)N1CCN(c2ccc(F)cc2)CC1 (stereo unspecified)	3.3%	3%	-15%	7%[10.9 µM]

Complete entries from above:
`CCCOC(=O)c1ccc(OC(=O)c2ccco2)cc1` in the list: IkB signaling: -3.0%; p53ts 32C kill: 3%; p53ts 39C tox: 6%; Peg3 imprint: -16%
`CCCC(=O)NCC(c1ccc2c(c1)OCO2)N1CCN(c2ccc(F)cc2)CC1` (stereo unspecified) in the list: IkB signaling: 3.3%; p53ts 32C kill: 3%; p53ts 39C tox: -15%; Peg3 imprint: 7%[10.9 µM]

In a second layout: 6 of the compounds above
compound | IkB signaling | p53ts 32C kill | p53ts 39C tox | Peg3 imprint
CC(=O)Nc1cc(C(=O)NCc2ccc(F)cc2)ccc1Sc1ccc(C)cc1 | ? | 0% | 4% | -12%[10.9 µM]
CN(C)c1ccc(C(c2nnnn2C(C)(C)C)N2CCN(C(=O)c3ccco3)CC2)cc1 (stereo unspecified) | -0.2% | 3% | 1% | -4%
CCOC(=O)NCc1ccc2c(c1)cc(C)n2C | -1.1% | -3% | 8% | -19%
COc1ccc(OC)c(NS(=O)(=O)c2cccs2)c1 | 0.1% | 3% | -3% | 5%
Cc1cc(C)n(/N=C/c2cccc(O)c2)c(=O)c1C(N)=O | 1.3% | 1% | 15% | -2%
CCOc1ccc(-c2nnn(CC(=O)N3CCCC3)n2)cc1OCC | / | 3% | -8% | /
